High-throughput results deposited in PubChem BioAssay by several laboratories.
MC4R antag cAMP: MC4R antagonists of cAMP signaling, primary screen, cell-based, TR-FRET, antagonist arm of biased-ligand search. Melanocortin receptor 4 (Homo sapiens), P32245. MC4R-expressing cells, MTII-stimulated cAMP, LANCE TR-FRET. inhibition, % at 6.5 µM. 360,000 tested, 0.48% active. AID 540295, 2011;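 active means inhibition above its plate's cutoff, the mean of tested wells on that plate plus 3 SD, cut at about 29% in these data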;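 further: 0% = Melanotan II alone and 100% = Melanotan II plus saturating MCL0020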
Target sequence (P32245 whole entry, looked up): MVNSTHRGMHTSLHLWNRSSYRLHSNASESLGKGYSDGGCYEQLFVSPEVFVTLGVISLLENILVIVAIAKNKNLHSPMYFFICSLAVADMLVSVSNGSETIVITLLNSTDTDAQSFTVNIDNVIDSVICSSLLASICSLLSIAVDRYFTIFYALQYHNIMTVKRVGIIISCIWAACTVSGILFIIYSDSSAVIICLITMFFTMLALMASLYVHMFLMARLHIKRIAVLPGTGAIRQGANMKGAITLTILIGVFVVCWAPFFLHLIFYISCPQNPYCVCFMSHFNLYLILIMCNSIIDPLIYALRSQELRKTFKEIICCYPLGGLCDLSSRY
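Material: U2OS-MC4R stable cell line | Reagent: Melanotan II challenge after compound preincubation | Doses: One concentration, 6.5 µM nominal | Incubation: 30-min compound preincubation, 1-h Melanotan II challenge, 1-h detection, room temperature | Signal: TR-FRET cAMP assay | Replicates: One well per compound, no replicates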
MC4R ag barr: MC4R agonists recruiting beta-arrestin, primary screen, cell-based, luminescence, agonist arm of biased-ligand search; Melanocortin receptor 4 (Homo sapiens), P32245; U2OS MC4R beta-arrestin complementation; percent of melanotan II response, DMSO zero; activation, % at 8.9 µM; 360,000 tested, 0.98% active; AID 540308, 2011;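 active means activation above a per-plate cutoff, the mean activation of sample wells on that plate plus 3 SD, cut at about 8% in these data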
Cardio protect: cardioprotection against H2O2-induced cell death, primary screen, uHTS, H9c2 cells, ATPLite luminescence | protection from H2O2 cell death, % at 20 µM | H9c2 cardiomyocytes, H2O2 injury protection, 2 h | 360,000 tested, 0.63% active;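 active means compounds giving at least 50% protection of heart cells from peroxide-induced death in the single-dose screen, raw or plate-pattern-corrected value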;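 further: 0% = DMSO wells with peroxide and 100% = DMSO wells without peroxide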
PDI turbidity: inhibitors of human PDI, primary screen, biochemical, turbidity, single point, plate reader; Protein disulfide-isomerase (Homo sapiens), P07237; AID 588391, 2011; PDI insulin aggregation turbidity, A650, 90 min; inhibition, % at 10 µM; 350,000 tested, 0.052% active;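 active means mean inhibition across replicates of 30% or more, whatever share of single replicates reach that level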;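 further: absorbance from insulin aggregation driven by PDI reduction with DTT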
CaV13 ICDI inh: Disruptors of the CACNA1D IQ motif to Ca2+-dependent inactivation inhibitor domain association, primary screening, Förster resonance energy transfer in intact living …; HEK cells, CFP/YFP FRET ICDI-IQ, plate reader, 10 min; percent FRET-ratio fall versus neutral wells; inhibition, % at 12.3 µM; 340,000 tested, 0.098% active;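 active means mean replicate inhibition of at least 30% and at least 1% of replicates passing that level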;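 further: 0% = median of the neutral control wells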
ABHD5 PLIN5 PPI: ABHD5-PLIN5 interaction inhibitors, primary screen, cell lysate, split luciferase complementation, luminescence; 360,000 tested, 0.78% active; inhibition, % at 4 µM; Perilipin-5 (Homo sapiens) + 1-acylglycerol-3-phosphate O-acyltransferase ABHD5 (Homo …; Split G. princeps luciferase complementation, 4 h;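 active means inhibition above the mean inhibition across every tested compound plus 3 SD, cut at about 22% in these data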;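 further: 0% = DMSO only wells and the 100% control is not disclosed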
Glyco luc inh: increase of ERlucT glycosylation luciferase signal, primary screen, N-linked glycosylation inhibitor project, D54 ERlucT cells, luminescence, set 2. D54 ERlucT glycosylation luciferase reporter, 24 h; percent of 100 nM tunicamycin response. reporter increase, % at 12.5 µM. 360,000 tested, 0.23% active. AID 588692, 2011;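 active means mean luciferase reporter signal, scaled so untreated is 0 and the glycosylation-blocking control 100, at or above a set limit in every replicate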;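 further: luciferase carries N-glycosylation sites so blocking glycosylation raises the light; 0% = median of neutral control wells and 100% = median of 100 nM tunicamycin wells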
HTR2A ag: mouse Htr2a agonists via beta-arrestin recruitment, primary screen, cell-based, luminescence | activation, % at 7.6 µM | CHO-K1 mHTR2A beta-arrestin complementation; percent of 30 µM serotonin response | 360,000 tested, 0.66% active | AID 624169, 2012;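 active means activation above a run cutoff, the mean activation of all tested compounds plus 3 SD, cut at about 14% in these data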;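 further: 0% = plate median of compound wells and 100% = 30 µM serotonin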
Target sequence (P35363 whole entry, looked up): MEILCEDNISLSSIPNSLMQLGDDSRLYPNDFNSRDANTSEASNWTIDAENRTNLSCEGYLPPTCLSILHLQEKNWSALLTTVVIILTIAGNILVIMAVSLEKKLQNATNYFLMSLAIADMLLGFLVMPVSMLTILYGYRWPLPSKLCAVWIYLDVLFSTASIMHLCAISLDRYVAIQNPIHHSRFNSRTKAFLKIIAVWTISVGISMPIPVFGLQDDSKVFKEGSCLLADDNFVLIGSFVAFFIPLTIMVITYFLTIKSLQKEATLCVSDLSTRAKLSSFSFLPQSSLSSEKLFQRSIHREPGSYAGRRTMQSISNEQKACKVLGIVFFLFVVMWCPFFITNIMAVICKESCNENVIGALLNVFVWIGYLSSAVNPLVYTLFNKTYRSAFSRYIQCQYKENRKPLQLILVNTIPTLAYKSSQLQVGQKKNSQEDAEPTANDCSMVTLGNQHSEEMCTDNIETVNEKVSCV
Granule exo inh: LAMP-1 surface exposure blockers, TALL-104 cells – cell-based, flow cytometry, MLPCN library, primary screen; TALL-104 LAMP-1 surface exposure; cells stimulated with thapsigargin and PMA; inhibition, % at 10 µM; 360,000 tested, 0.66% active; AID 651702, 2012;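 active means inhibition above about 55%, limit read from the data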
ABCB6 inh 2: ABCB6 transporter inhibitors, primary screen, K562-ABCB6 cells, flow cytometry, MLPCN library; fluorescence ratio to DMSO, % at 10 µM; 360,000 tested, 0.19% active; AID 602162, 2011; K562-ABCB6 porphyrin accumulation, 1 h; hits give low values; ATP-binding cassette sub-family B member 6 (Homo sapiens), Q9NP58;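 active means fluorescence ratio to DMSO below 75%, the collection mean minus 3 SD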;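 further: signal is porphyrin accumulated inside mitochondria; 100% equals median channel fluorescence of DMSO control wells; lower ratio means ABCB6 inhibition with less porphyrin fluorescence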
The depositor's hits bear a star; . = not tested or not shown; & = joins results of further samples.

SMILES,HTR2A ag,Cardio protect,ABHD5 PLIN5 PPI,Glyco luc inh,Granule exo inh,MC4R antag cAMP,PDI turbidity,CaV13 ICDI inh,MC4R ag barr,ABCB6 inh 2
O=S(=O)(Oc1ccccc1N1CCCCC1)c1ccccc1,-3.6,-7.5,-1.5,-4.8,7.3,8.6,-5.7,-5.2,2.5,108.0
O=C(CSc1ccccc1C(=O)O)c1ccc(Cl)cc1,5.9,4.0,2.9,-4.8,-8.9,-2.5,6.7,-16.6,-0.5,97.0
CC(Sc1n[nH]c(N)n1)c1nc2scc(-c3cccs3)c2c(=O)[nH]1 (configuration not stated),-1.0,15.2,-3.5,-1.6,1.5,-1.7,-5.2,.,-0.2,97.0
CCOC(=O)c1ccc(CNC(=O)Cn2nnc(-c3cccc(C)c3)n2)o1,6.6,-8.0,-0.7,0.1,0.8,6.8,7.6,.,2.3,98.0
O=CN1CCN(C(=O)CN2C(=O)c3ccccc3C2=O)CC1,-1.0,-2.5,-2.8,-1.0,-1.6,9.5,-4.3,.,0.3,100.0
Cc1cc(C(=O)COc2ccc([N+](=O)[O-])cc2)c(C)n1C1CC1,-3.3,-24.2,-8.5,-4.5,-2.1,1.2,2.2,-1.6,-0.4,97.0
O=C(CN(Cc1ccco1)C(=O)CCC(=O)Nc1ccccn1)NCCc1ccccc1,-5.8,8.9,-5.1,0.7,9.7,6.2,0.2,-1.4,-2.8,104.0
C[C@@H]1CN(S(=O)(=O)c2ccc3c(c2)OCCO3)CCN1S(=O)(=O)c1c(F)cccc1F,-1.1,-1.5,-8.3,-1.9,0.7,8.2,27.3,-3.5,-0.2,98.0
O=C(COc1ccc(S(=O)(=O)N2CCOCC2)cc1)NCc1ccco1,-0.3,0.2,-0.2,-1.7,3.1,5.7,3.4,-5.7,-3.7,98.0
O=C(Nc1cc2c(cc1Cl)OCCO2)c1ccco1,-2.6,-4.6,-2.1,2.2,1.8,5.8,4.7,-3.2,3.2,92.0
O=C(Nc1nccs1)c1ccc(Br)c(S(=O)(=O)N2CCOCC2)c1,2.8,4.1,2.1,2.5,0.3,-2.1,-5.9,-5.5,-2.2,100.0
CCc1nc2c(OCCc3cccc(OC)c3)cccn2c1N(C)C(=O)c1cccs1,-2.1,4.5,8.5,-3.6,-5.0,2.8,1.7,-5.9,-0.5,96.0
CCCCCCc1ccc(N2C[C@H](C)[C@@H](CC(=O)NCc3ccccc3)C2=O)cc1,2.4,-12.1,-6.4,-1.2,-3.2,7.9,0.3,-5.8,3.1,99.0
Cn1cc(CNC(=O)c2ccc(OC3CCN(Cc4ccccn4)CC3)cc2)cn1,1.1,-2.0,7.2,-1.8,-3.1,-4.8,10.8,-6.9,-2.2,100.0
CC(C)(C)c1ccc(/C=N/NC(=O)CN2CCS(=O)(=O)CC2)cc1,0.5,6.1,2.2,0.3,-14.0,5.6,-4.7,.,-2.5,104.0
O=C(CS(=O)(=O)c1c[nH]c2ccccc12)Nc1ccc(F)cc1,4.0,4.3,-0.3,1.6,15.2,3.4,-1.0,-4.0,-2.3,100.0
Oc1cc(Cl)cc(Cl)c1Cl,-1.1,-8.7,3.3,1.2,2.1,3.0,.,.,2.7,102.0
COC(=O)c1c(NC(NC(=O)CC(C)C)C(Cl)(Cl)Cl)sc2c1CCC2 (configuration not stated),-1.8,-0.3,2.9,-6.7,5.2,11.0,-21.7,-4.1,-0.1,98.0
CCOc1ccccc1NC(=O)c1cc(C(=O)c2cc(Br)ccc2O)coc1=N,-0.8,-15.3,4.9,3.0,47.0,-3.9,-5.1,-3.9,-0.8,99.0
Cc1cc(C)c(NC(=O)c2ccc3c(c2)C(=O)N(Cc2cccnc2)C3=O)c(C)c1,3.7,-1.8,0.6,2.4,0.1,10.8,7.4,-6.0,-0.2,95.0
C/C(N)=C(/C#N)C(=O)COC(=O)C(NS(=O)(=O)c1ccc(Cl)cc1)C(C)O (configuration not stated),5.4&0.3,7.3&-3.2,7.1&-0.8,-1.1&2.8,-1.1&2.2,6.7&-9.7,2.7&-4.7,-6.7&-4.8,-1.2&-0.1,93.0&96.0
Cc1ccccc1NC(=S)NC1CCCC1,3.8,0.3,-3.2,1.3,-17.5,-6.4,0.8,0.5,-1.4,97.0
Cc1cc(F)ccc1C(O)c1ncc(-c2ccccc2)[nH]1 (configuration not stated),1.2,-4.1,7.7,1.6,-7.9,9.9,8.2,-5.4,-1.5,99.0
CCOC(=O)c1c(N)sc2c1CCC(CC)C2 (configuration not stated),6.8,5.0,-13.2,-1.8,-2.6,-2.0,-4.6,.,2.1,96.0
Cc1cc(NC(=O)c2nn(C)c(C)c2Br)no1,7.3,-5.0,-7.6,0.1,-0.2,2.7,-0.1,-6.0,-2.1,97.0
CCN(CC)c1ccc(S(=O)(=O)N2CCOCC2)cc1NS(C)(=O)=O,-3.5,-16.1,-2.9,1.6,-6.1,5.0,-0.6,2.0,-1.1,93.0

In the list so far, these have fluorine:
SMILES,HTR2A ag,Cardio protect,ABHD5 PLIN5 PPI,Glyco luc inh,Granule exo inh,MC4R antag cAMP,PDI turbidity,CaV13 ICDI inh,MC4R ag barr,ABCB6 inh 2
C[C@@H]1CN(S(=O)(=O)c2ccc3c(c2)OCCO3)CCN1S(=O)(=O)c1c(F)cccc1F,-1.1,-1.5,-8.3,-1.9,0.7,8.2,27.3,-3.5,-0.2,98.0
O=C(CS(=O)(=O)c1c[nH]c2ccccc12)Nc1ccc(F)cc1,4.0,4.3,-0.3,1.6,15.2,3.4,-1.0,-4.0,-2.3,100.0
Cc1cc(F)ccc1C(O)c1ncc(-c2ccccc2)[nH]1 (configuration not stated),1.2,-4.1,7.7,1.6,-7.9,9.9,8.2,-5.4,-1.5,99.0

An excerpt of these results, with two lines to a compound:
Sequence of screens: HTR2A ag, Cardio protect, ABHD5 PLIN5 PPI, Glyco luc inh, Granule exo inh, MC4R antag cAMP, PDI turbidity, CaV13 ICDI inh, MC4R ag barr, ABCB6 inh 2
> O=CN1CCN(C(=O)CN2C(=O)c3ccccc3C2=O)CC1
    -1.0, -2.5, -2.8, -1.0, -1.6, 9.5, -4.3, ., 0.3, 100.0
> Cc1cc(C(=O)COc2ccc([N+](=O)[O-])cc2)c(C)n1C1CC1
    -3.3, -24.2, -8.5, -4.5, -2.1, 1.2, 2.2, -1.6, -0.4, 97.0
> O=C(CN(Cc1ccco1)C(=O)CCC(=O)Nc1ccccn1)NCCc1ccccc1
    -5.8, 8.9, -5.1, 0.7, 9.7, 6.2, 0.2, -1.4, -2.8, 104.0
